zVAD death inh = inhibitors of zVAD-triggered necroptosis, primary screen, L929 cells; L929 zVAD necroptosis rescue, ATP luminescence, 24 h; with zVAD 60 µM; viability rescue, % at 10 µM; 220,000 tested, 0.38% active;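 active = activation, scaled between plate controls, above about 75%, limit read from the data; inactive = activation under that limit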;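 note: 0% = zVAD with DMSO and 100% = DMSO alone without zVAD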
CHOP inh = inhibitors of CHOP promoter induction, primary screen, cell-based, unfolded protein response, luciferase reporter. CHO-K1 CHOP-promoter luciferase, tunicamycin-induced, 15-18 h. inhibition, % at 10 µM. 220,000 tested, 3.8% active. AID 2732, 2010;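 active = compounds that reduced the stress-induced luciferase reporter signal by more than about 70% of percent inhibition, limit read from the data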;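 note: 0% = tunicamycin plus vehicle and 100% = wells without tunicamycin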
FXIIa inh = human FXIIa protease inhibitors, primary screen, biochemical, 1536-well. purified FXIIa, Boc-QGR-AMC fluorogenic substrate, 2 h. inhibition, % at 5 µM. 220,000 tested, 0.3% active. AID 800, 2007; in the data active = inhibition above about 40%;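 note: 0% = enzyme with no compound and 100% = blank without enzyme; many of its hits are not listed in these tables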
Wee1 degr inh = Wee1 degradation inhibitors, primary screen, cell-based, HeLa, Wee1K328M-luciferase, luminescence; Wee1-like protein kinase (Homo sapiens), P30291; HeLa Luc-Wee1K328M stability; 100% = proteasome inhibitor MG132 effect; reporter increase, % at 5 µM; 220,000 tested, 1.2% active; AID 1321, 2008;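 active = activation above the mean of all tested compounds plus 3 SD, set per screening run, cut at about 8.8% in these data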;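 note: cells exposed to compound for 20 h before luminescence read; 0% = DMSO alone and 100% = MG132 at 30 µM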
TNF necrop inh = inhibitors of TNF-alpha triggered necroptosis, primary screen, cell-based, Jurkat FADD-/-, single concentration. Jurkat FADD-/- TNF necroptosis rescue, ATP luminescence, 24 h; 0 = TNF only, 100 = no-TNF cells. activation (protection from cell death), % at 10 µM. 220,000 tested, 0.068% active;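 active = activation, meaning protection from cell death, of at least 50% relative to plate controls; inactive = activation below 50%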;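 note: necroptosis triggered by 40 ng/mL TNF-alpha added together with compound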
FXIa inh 1536 = human FXIa protease inhibitors, primary screen, biochemical, 1536-well; inhibition, % at 5 µM; purified FXIa, Boc-Glu-Ala-Arg-AMC fluorogenic substrate; AID 798, 2007; Coagulation factor XI (Homo sapiens), P03951; 220,000 tested, 0.14% active;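 active = inhibition of at least 40%; inactive = inhibition below 40%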;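 note: fluorescence of freed AMC excited at 355 nm; 0% = enzyme without compound and 100% = no enzyme blank; many of its hits are not listed in these tables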
Target sequence (P03951 19-387 limits assumed): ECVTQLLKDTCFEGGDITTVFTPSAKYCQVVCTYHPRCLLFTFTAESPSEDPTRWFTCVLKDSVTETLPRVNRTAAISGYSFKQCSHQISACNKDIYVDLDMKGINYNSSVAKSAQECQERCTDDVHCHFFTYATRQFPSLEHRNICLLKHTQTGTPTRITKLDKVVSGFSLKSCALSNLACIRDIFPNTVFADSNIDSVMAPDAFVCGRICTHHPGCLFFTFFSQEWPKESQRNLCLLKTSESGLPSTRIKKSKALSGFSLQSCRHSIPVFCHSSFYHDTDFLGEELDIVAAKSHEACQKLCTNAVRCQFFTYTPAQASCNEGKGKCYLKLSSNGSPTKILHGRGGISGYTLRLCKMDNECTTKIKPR
Target sequence (P03951 388-625 limits assumed): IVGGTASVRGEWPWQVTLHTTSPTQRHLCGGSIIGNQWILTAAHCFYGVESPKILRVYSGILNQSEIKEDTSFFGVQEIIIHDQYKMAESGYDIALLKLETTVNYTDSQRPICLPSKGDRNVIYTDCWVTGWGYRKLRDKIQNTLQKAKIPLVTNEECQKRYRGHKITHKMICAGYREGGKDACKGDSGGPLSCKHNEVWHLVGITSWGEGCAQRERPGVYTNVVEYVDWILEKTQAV
PGE2 EP2 inh = human EP2 receptor antagonists, primary screen, TR-FRET cAMP, C6 glioma cells; 260,000 tested, 0.52% active; inhibition, % at 25 µM; C6 glioma cells expressing human EP2; cells stimulated with saturating PGE2; AID 1422, 2008;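 active = percent inhibition above 40 after rounding to a whole number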;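 note: rat C6 glioma host cells with rolipram phosphodiesterase inhibitor present; the protocol text gives 20 µM as final concentration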
Target sequence (P43116 whole entry, looked up): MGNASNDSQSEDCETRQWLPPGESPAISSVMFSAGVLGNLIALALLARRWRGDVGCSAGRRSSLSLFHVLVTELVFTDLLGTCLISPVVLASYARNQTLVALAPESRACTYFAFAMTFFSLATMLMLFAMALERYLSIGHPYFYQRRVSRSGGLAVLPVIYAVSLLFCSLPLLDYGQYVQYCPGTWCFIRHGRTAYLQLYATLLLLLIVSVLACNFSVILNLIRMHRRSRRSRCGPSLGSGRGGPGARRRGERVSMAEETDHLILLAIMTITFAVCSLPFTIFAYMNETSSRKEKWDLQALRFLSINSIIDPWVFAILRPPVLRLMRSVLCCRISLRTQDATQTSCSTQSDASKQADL
PPC-1+TRAIL kill = compounds killing PPC-1 cancer cells with TRAIL present, primary screen, TRAIL potentiator project, ATPLite luminescence, uHTS; PPC-1 cells + TRAIL, ATPLite viability luminescence; cell killing (% activity), % at 4 µM; 220,000 tested, 0.41% active; AID 1443, 2008;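 active = cell killing above 50% in the first pass at 4 µM, then a duplicate retest at 5 µM averaging 50% or more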;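 note: plate controls were cells with TRAIL plus DMSO for no effect and medium-only wells lacking cells for full effect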
TbHK1 inh = Trypanosoma brucei hexokinase 1 inhibitors, primary screen, biochemical, G6PDH-coupled NADH absorbance, MLSCN library. hexokinase 1 [Trypanosoma brucei]. recombinant TbHK1, G6PDH-coupled NADH A340. inhibition, % at 10 µM. 220,000 tested, 0.11% active. AID 1430, 2008;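 active = inhibition of 50% or more in the single-dose primary screen; inactive = inhibition below 50%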
* hit, by the source's call; . = not tested or not shown; & = joins results of further samples.

Compound	zVAD death inh	CHOP inh	FXIIa inh	Wee1 degr inh	TNF necrop inh	FXIa inh 1536	PGE2 EP2 inh	PPC-1+TRAIL kill	TbHK1 inh
O=S1(=O)c2ccccc2N=NN1Cc1ccc(Cl)cc1	1.0	108.8*	16.3	-1.6	-2.6	5.0	42.6*	3.0	-4.4
S=c1[nH]nc(Cn2nnc3ccccc32)n1-c1ccccc1	10.0	-4.9	3.9	6.7	0.1	-4.5	8.5	13.6	2.3
Cc1cc(N2CCCCC2)nc2c(C)cccc12	0.9	5.8	22.8	2.6	-0.5	-1.5	9.8	-1.4	1.2
CC(=O)N(C)c1ccc(NC(=O)c2cnn(C)c2)cc1	-0.6	-47.4	23.1	-1.7	-0.9	-0.3	18.4	-4.5	2.2
O=C(c1cc(-c2ccc(Cl)c(Cl)c2)on1)N1CCCC1	1.5	24.8	25.1	-0.8	3.0	0.3	11.6	15.8	-6.2
CCc1nc2ccccc2nc1N1CCN(S(=O)(=O)c2ccccc2)CC1	0.2	15.0	7.8	7.1	1.0	5.7	10.9	11.6	-13.9
CCN(CC)c1ccc2c(C)c(Cl)c(=O)oc2c1	-0.1	17.8	-4.5	-0.5	0.4	-12.3	2.9	18.3	-2.4
COC(=O)c1ccc(/C(O)=C(\C#N)c2nc3ccccc3s2)cc1	0.0	-76.7	2.2	4.4	0.3	-5.0	.	15.9	-13.0
CCN(CC)C(=O)c1ccc(S(=O)(=O)N2CCC(c3nc4ccccc4s3)CC2)cc1	-0.8	73.5*	14.5	-2.5	-4.6	6.9	7.8	21.7	-8.2
O=C(O)CSC(C(=O)Nc1ccc(Br)cc1)c1ccc(Cl)cc1 (stereo not given)	0.1	-1.1	14.9	-0.8	0.5	6.1	5.3	17.8	5.1
C=CCn1c(SCC(=O)NC(C)(C)C)nnc1-c1ccccc1O	0.9	-19.5	6.2	6.3	-0.1	0.3	4.3	-6.1	4.9
O=c1[nH][nH]c(-c2ccccc2)c1C=Nc1ccc(C(F)(F)F)cc1	0.9	0.2	2.6	-0.5	-3.8	-3.4	4.5	-6.3	-8.2
O=c1[nH]c2c(n(C3CCCCC3)c1=O)CCC2	-0.3	46.4	-5.2	-1.1	-2.3	-10.5	21.5	2.9	-0.6
CC1CC(Nc2cccc(O)c2)=CC(=O)O1 (stereo not given)	0.6	1.7	5.4	3.3	0.4	-2.5	8.4	20.3	4.1
CC(=O)Nc1ccc(C(=O)CSc2ncn(-c3ccccc3)n2)cc1	79.5*	9.6	-2.8	1.1	-5.0	-1.6	10.8	16.2	2.1
CCOc1ccc2[nH]c3c(N4CCN(c5ccccn5)CC4)ncnc3c2c1	5.7	30.4	4.0	-1.7	-6.5	-1.1	7.9	12.2	-11.3
CCOc1cc(S(=O)(=O)N2CCC(Cc3ccccc3)CC2)c(OCC)cc1-n1cnnn1	-0.6	-33.6	5.6	0.4	4.4	-3.3	9.2	30.1	0.6
Cc1ccccc1C1CCCN(Cc2nc(CC3CC3)no2)C1 (stereo not given)	0.1	46.0	10.7	0.0	-0.5	-0.1	14.1	-14.6	-0.8
CCCCNS(=O)(=O)c1ccc(NS(=O)(=O)c2c(C)cc(C)cc2C)cc1	0.4	63.8	6.2	-1.4	2.8	-2.9	6.0	-4.7	-2.4
O=C(CS(=O)(=O)c1c[nH]c2ccccc12)Nc1ccc2c(c1)OCCO2	0.9	-23.3	-5.1	-3.1	0.1	-6.3	7.0	11.6	-4.1

Going on with the list.
Compound	zVAD death inh	CHOP inh	FXIIa inh	Wee1 degr inh	TNF necrop inh	FXIa inh 1536	PGE2 EP2 inh	PPC-1+TRAIL kill	TbHK1 inh
COc1cccc(C(=O)NCc2ccccc2OC)c1	2.9	22.4	0.2	-3.9	2.4	-4.2	.	15.6	4.4
CCCCOc1ccc(C(C)NC(=O)CCS(=O)(=O)Cc2ccc(Cl)cc2)cc1 (stereo not given)	1.5	19.2	-1.6	0.1	2.9	-3.8	1.6	20.5	6.2
COc1ccc(OC)c(CCNC(=O)CC2Oc3ccccc3NC2=O)c1 (stereo not given)	1.0	15.7	-5.6	-2.5	-1.5	-14.4	8.4	13.2	-2.3
O=C(C1CCN(S(=O)(=O)c2cccnc2)CC1)N1CCN(c2ccc(Cl)cc2)CC1	0.8	31.3	7.4	-1.9	-8.9	3.7	6.4	-10.3	-8.2
COc1ccc(OC)c(NC(=O)CNC(=O)Cn2ccc3ccccc3c2=O)c1	0.6	3.3	9.7	2.9	-0.9	0.5	7.2	4.1	-12.0
COc1ccc(CSc2nncn2C)cc1F	30.1	53.0	2.1	-3.5	0.7	-4.9	3.2	-7.3	-3.1
CCOC(=O)C1=C(C)N(c2ccc(C)c(C)c2)C(=O)/C1=C\c1ccco1	6.7	59.3	14.7	1.8	-0.3	17.9	7.5	-10.7	-9.4
Cc1cc(C)cc(NC(=S)N(CCN2CCCCC2)Cc2ccco2)c1	-0.5	3.3	6.7	1.5	2.4	-6.4	5.0	-1.8	3.5
Cc1cccc(C)c1OCC(=O)N1CC2(C)CC1CC(C)(C)C2 (stereo not given)	-0.2	32.6	4.3	-0.5	-0.2	-0.9	7.5	31.3	-4.2
CN1CCN(C(=S)c2cn(Cc3ccccc3F)c3ccccc23)CC1	-0.8	10.4	-1.8	0.8	2.4	-8.2	-0.9	1.4	-8.0
COc1ccc(-c2[nH]c(-c3ccc(C)cc3)nc2SCC(=O)NCc2ccco2)cc1OC	8.6	42.7	7.7	0.1	1.4	0.7	9.8	23.8	-18.7
CC(=O)Nc1ccc(SCC(=O)c2cc(C)n(C)c2C)cc1	-0.6	5.2	15.9	1.2	-1.1	2.3	14.8	13.0	-17.6
CC(CCCC(C)(C)O)CC1C2=C(CCCC2=O)OC2=C1C(=O)CCC2 (stereo not given)	-0.4	19.2	4.9	1.9	-2.0	2.9	7.4	-0.2	1.6
O=C(CSCc1cccc(Cl)c1)NCc1ccc2c(c1)OCO2	-0.3	10.6	4.1	-2.7	0.3	-3.0	9.3	-7.5	1.0
COc1ccc(CSc2n[nH]c(C)n2)cc1Br	-0.1	27.2	-6.7	-3.1	1.7	-10.4	9.3	7.6	3.5
CCOC(=O)c1c(NC(=O)c2ccno2)c2cc([N+](=O)[O-])ccc2n1C	0.4	-9.9	20.1	0.5	2.1	12.1	16.7	8.8	-8.9
Cc1nc(-c2cccc(NC(=O)C3CCCCC3)c2)cs1	19.9	11.5	-2.3	-0.4	1.9	-6.8	13.0	-15.9	-2.9
Cc1ccc(-n2c3c(cc(C(=O)NC4CCSC4=O)c2=O)C(=O)CCC3)cc1 (stereo not given)	-0.3	3.8	15.7	-1.7	-0.6	0.1	13.6	40.6	-12.5
Cc1c(C(=O)N/N=C/C(C)C)[nH]c2c([N+](=O)[O-])cccc12	0.3	5.1	6.7	-2.6	2.5	4.2	3.2	19.3	-1.3
CCCN(C(=O)CSc1nnc(-c2ccoc2C)n1N)C1CCS(=O)(=O)C1 (stereo not given)	2.3	0.7	21.9	-2.3	0.5	0.7	10.9	4.0	-1.3

(cont.)
Compound	zVAD death inh	CHOP inh	FXIIa inh	Wee1 degr inh	TNF necrop inh	FXIa inh 1536	PGE2 EP2 inh	PPC-1+TRAIL kill	TbHK1 inh
Cc1cccn2c(CN[C@H]3CCCCNC3=O)c(C(=O)N3CCOCC3)nc12	-0.6	15.8	4.2	-0.7	0.4	-0.4	0.8	12.8	-1.2
O=[N+]([O-])c1cc(/C=N/O)ccc1SCc1ccccc1	0.1	54.0	7.2	0.8	-4.9	3.0	3.8	9.0	0.1
Cc1cc(C)c2c(c1)/C(=c1/sc3n(c1=O)CN(c1ccccc1)CN=3)C(=O)N2	0.0	81.1*	9.2	-3.1	2.9	1.1	9.4	2.3	-29.4
CCCCC(=Nc1ccc(N)cc1)C1=C(O)C(C(=O)OC)C(C)(C)CC1=O (stereo not given)	0.1	-0.1	-0.6	-1.1	1.8	2.8	7.0	-1.0	-7.1
COc1cc(C(F)(F)F)nc2c(Br)c(C(C)(C)C)nn12	2.1	15.0	-0.1	-2.4	-0.1	-1.0	11.4	13.2	-8.1
c1c2c(cc3sc(N4CCCCC4)nc13)OCCO2	.	65.0	4.9	-3.2	-4.0	-4.0	7.9	65.8*	-4.3
Cc1cc(=O)oc2cc(NC(=O)c3cc([N+](=O)[O-])ccc3N3CCOCC3)ccc12	4.5	9.0	10.3	-2.3	0.6	4.6	4.9	4.8	-19.7
COc1ccc(NC(=O)CN2CCN(CC(=O)Nc3ccccc3F)CC2)c(OC)c1	2.6	36.8	13.6	1.8	-0.5	-3.2	7.2	5.0	0.4
CCCC(=O)Nc1cccc2c1CCCC2	0.6	29.7	15.8	-2.7	1.0	-1.6	13.0	18.5	5.9
N#Cc1ccccc1NC(=O)CSc1nnc(-c2ccccc2O)n1-c1ccccc1	0.0	44.0	7.6	0.4	-2.5	4.0	5.2	-3.1	2.3
Cc1oc2c(CN3CCOCC3)c(O)ccc2c(=O)c1-c1ccccc1	-0.3	7.6	13.8	-1.2	-0.2	6.9	9.1	12.8	-27.8
CCCN(Cc1cc2cc(C)ccc2[nH]c1=O)C(=O)c1cccc(OC)c1	0.3	30.9	12.6	2.8	-3.1	1.0	4.1	16.8	-6.5
Cc1ccccc1NCC(=O)N/N=C/c1ccc([N+](=O)[O-])cc1	-0.3	-12.7	0.8	8.7	1.1	1.7	6.2	2.5	-19.9
COC(=O)Nc1nc2ccc(Sc3ccccc3)cc2[nH]1	-1.3	.	32.0	-1.0	-14.4	23.6	11.6&10.4	4.9	-3.5
O=C(Nc1ccc(F)cc1)Nc1nnc(-c2ccccc2)o1	1.4	-0.3	4.1	4.4	1.7	-1.1	2.0	12.6	-3.8
O=C(N/N=C/c1ccccn1)c1cc(-c2ccc3ccccc3c2)n[nH]1	10.4	103.0*	-3.1	6.6	-5.8	-6.3	51.0*	24.0	1.9
O=c1/c(=C/c2ccc(CNS(=O)(=O)c3ccccc3)o2)sc2n1CCN=2	1.5	9.7	15.4	-0.3	-3.3	6.4	18.2	-19.4	-26.5
CC(=O)c1cn(CC(=O)NCc2cccnc2)c2ccccc12	0.6	-7.9	1.7	0.2	0.8	0.5	3.9&4.9	-5.1	-2.4
O=C(/C=C/c1ccc(Cl)c([N+](=O)[O-])c1)Nc1ccc(N2CCCC2)cc1	0.9	3.1	14.1	-2.1	0.9	3.5	13.1	17.8	0.4
Cc1ccc(-n2ncc3c2ncn2c(C)nnc32)cc1C	-0.1	42.4	-10.0	-0.6	-7.3	-5.2	5.5	34.6	-5.8

Ordered by value in Wee1 degr inh (high to low): some entries from above.
Compound | Wee1 degr inh
CCOc1cc(S(=O)(=O)N2CCC(Cc3ccccc3)CC2)c(OCC)cc1-n1cnnn1 | 0.4
CC(=O)N(C)c1ccc(NC(=O)c2cnn(C)c2)cc1 | -1.7
COc1ccc(OC)c(CCNC(=O)CC2Oc3ccccc3NC2=O)c1 (stereo not given) | -2.5

A portion of the library (hit frequency here may not be typical).
